FLuc inh: Firefly luciferase inhibition profiling of diverse chemical library using quantitative high-throughput screening; AID 1347043, 2019; Luciferin 4-monooxygenase (Photinus pyralis), P08659; 76,000 compounds, 2.5% hits; Potency, µM (series often up to 115 µM), for inactives: at the highest dose activity change, negative = inhibition, hits mostly inhibitors; purified P. pyralis luciferase, luminescence, biochemical; further: potency means the concentration at half of the fitted maximal effect; nearly all actives have a fitted effect of over 65% in size
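Purified 10nM P. pyralis luciferase with 10uM D-luciferin and 10uM ATP in 50mM Tris acetate pH 7.5, 10mM Mg acetate, 0.01% Tween-20, 0.05% BSA. qHTS titration; luminescence read by CCD imager.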
3T3 cytotox: Cytotoxic Profiling in NIH 3T3 Cell Line of Diverse Libraries Using Quantitative High-Throughput Screening; NIH 3T3 viability, CellTiter-Glo ATP luminescence, 48-72 h; Potency, µM (titrated, usually from 96.7 µM), for the others: top-dose activity change, negative = cytotoxicity, usual class: inhibitors; AID 1345082, 2018; 94,000 compounds, 4.3% hits; further: potency means the concentration at half of the fitted maximal effect; nearly all actives have a fitted effect of over 55% in size
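Luminescent ATP readout (CellTiter-Glo, 10 min RT) after 48 or 72 hr compound exposure of NIH 3T3 cells seeded at 400 cells/well in 1536-well format; quantitative HTS.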
GPT2 inhibitor: Primary qHTS assay for inhibitors of Glutamate pyruvate transaminase 2 (GPT2). Recombinant GPT2, coupled pyruvate oxidase/HRP Amplex Red fluorescence. AID 1671188, 2021. Alanine aminotransferase 2 (Homo sapiens), Q8TD30. Potency, µM (titrated, usually from 57.7 µM), for the others: at the top dose activity change, negative = inhibition, usual class: inhibitors. 100,000 compounds, 0.25% hits; further: potency means the concentration at half of the fitted maximal effect; nearly all actives have a fitted effect of over 60% in size; many of its hits are not listed in these tables
Target sequence (Q8TD30 whole entry, looked up): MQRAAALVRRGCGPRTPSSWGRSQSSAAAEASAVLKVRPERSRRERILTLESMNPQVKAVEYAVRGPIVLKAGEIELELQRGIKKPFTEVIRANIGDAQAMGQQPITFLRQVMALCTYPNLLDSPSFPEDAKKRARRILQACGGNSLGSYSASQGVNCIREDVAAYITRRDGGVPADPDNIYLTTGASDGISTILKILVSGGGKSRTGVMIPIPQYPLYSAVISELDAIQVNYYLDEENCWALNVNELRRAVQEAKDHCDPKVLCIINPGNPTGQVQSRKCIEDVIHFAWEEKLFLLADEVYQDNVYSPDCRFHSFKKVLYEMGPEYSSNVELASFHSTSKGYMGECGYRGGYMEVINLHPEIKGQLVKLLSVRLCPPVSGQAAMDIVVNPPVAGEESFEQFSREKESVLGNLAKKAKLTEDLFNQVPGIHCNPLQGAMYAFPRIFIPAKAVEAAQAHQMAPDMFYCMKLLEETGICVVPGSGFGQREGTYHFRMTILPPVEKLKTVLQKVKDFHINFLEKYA
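Recombinant GPT2 (10ng/uL) with 250uM a-KG and 2mM L-alanine, 30 min at room temperature, in HEPES pH 7.5 buffer. Pyruvate detected by pyruvate oxidase/HRP/Amplex Red fluorescence after 30 min in the dark; AOA (50uM) as positive control.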
HEK293 tox: Cytotoxic Profiling in HEK 293 Cell Line of Diverse Libraries Using Quantitative High-Throughput Screening; HEK 293 viability, ATP luminescence (CellTiter-Glo), 48-72 h; Potency, µM (series often up to 115 µM), for the others: at the highest dose activity change, negative = cytotoxicity, hits mostly inhibitors; 94,000 compounds, 6.6% hits; AID 1345083, 2018; further: potency means the concentration at half of the fitted maximal effect; nearly all actives have a fitted effect of over 60% in size
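Pintool-delivered compounds were incubated with HEK 293 cells (250 cells/well) at 37 degree Celsius for 48 or 72 hr. ATP-dependent luminescence (CellTiter-Glo) then reported remaining viable cells.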
IP6K1 inh: Primary qHTS assay for small molecule inhibitors of Inositol hexaphosphate kinase 1 (IP6K1); Inositol hexakisphosphate kinase 1 (Homo sapiens), Q92551; 140,000 compounds, 0.81% hits; activity change, % (series mostly up to about 58 µM); IP6K1 kinase, ADP-Glo luminescence, 2 h; stronger effect = lower value; in the data active means activity change below about -25%
Target sequence (Q92551 whole entry, looked up): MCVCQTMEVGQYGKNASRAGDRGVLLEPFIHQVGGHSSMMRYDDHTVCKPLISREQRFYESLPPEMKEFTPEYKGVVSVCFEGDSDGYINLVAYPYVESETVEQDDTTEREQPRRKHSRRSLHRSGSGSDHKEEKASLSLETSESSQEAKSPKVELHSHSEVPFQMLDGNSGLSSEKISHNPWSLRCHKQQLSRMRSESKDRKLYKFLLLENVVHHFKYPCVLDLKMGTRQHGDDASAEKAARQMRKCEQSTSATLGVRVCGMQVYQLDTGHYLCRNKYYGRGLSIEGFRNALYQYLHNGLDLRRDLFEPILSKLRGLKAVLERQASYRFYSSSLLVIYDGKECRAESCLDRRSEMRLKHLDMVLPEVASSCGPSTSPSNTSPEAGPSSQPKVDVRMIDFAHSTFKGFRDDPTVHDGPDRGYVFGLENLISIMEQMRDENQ
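ADP-Glo luminescence measures ADP made by human IP6K1 during a 2 h RT reaction with ATP/IP6 (mix at 1.3 mM/130 uM); top library doses 57.5 and 19.1 uM final.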
SNCA expr inhib: Primary qHTS assay for inhibitors of alpha-synuclein gene (SNCA) expression. HEK-293 SNCA-luciferase knock-in, luminescence, 24 h. Potency, µM (doses to about 57.2 µM), inactives show at the top dose activity change, negative = inhibition, hits mostly inhibitors. 140,000 compounds, 0.17% hits. AID 1671194, 2021;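 further: potency means the concentration at half of the fitted maximal effect; plate controls were DMSO cells for no effect and cell-free wells for full effect; nearly all actives have a fitted effect of over 45% in size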
HEK293 viab: GF-AFC viability counterscreen for inhibitors of alpha-synuclein gene (SNCA) expression. HEK-293-SNCA-luc viability, GF-AFC fluorescence, 24 h. Potency, µM (series often up to 57.1 µM), for the others: at the top dose activity change, negative = cytotoxicity, usual class: cytotoxic. 150,000 compounds, 0.12% hits. AID 1671193, 2021;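 further: potency means the concentration at half of the fitted maximal effect; 0% = DMSO-treated cells and -100% = medium-only wells without cells; nearly all actives have a fitted effect of over 30% in size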
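HEK-293-SNCA-luc cells (1500/well) plated 24 h, then exposed 24 h to a dilution series; GF-AFC added 30 min at 37C, fluorescence 405/540 nm; normalised to medium-only and DMSO wells, Hill fit.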
* = called active by the depositor; i = inactive; ? = inconclusive; / = no result given; & = joins results of further samples; [ ] = dose if it differs, or a comment. Unless noted, the call rests on the fitted dose curve; in most records, active means well fitted curve in the direction sought with a large enough effect; inconclusive means small, poorly fitted or top-dose-only effect, or another doubt; inactive means no such curve, though single readings can be large; an effect the other way counts as inactive or inconclusive. Unless noted, on the % scale 0 is the no-effect control and ±100 the full control effect. This is a subset; rates above refer to the full screens.

canonical_smiles,FLuc inh,3T3 cytotox,GPT2 inhibitor,HEK293 tox,IP6K1 inh,SNCA expr inhib,HEK293 viab
CCOc1ccc(NC(=O)CSc2oc(-c3cccs3)nc2S(=O)(=O)c2ccc(C)cc2)cc1,/,/,/,/,4,1%,10%
COc1ccc(CNC(=O)CN(C)S(=O)(=O)c2ccc3c(c2)c(=O)n(C)c(=O)n3C)cc1,/,/,/,/,15,-18%,-8%
CS(=O)(=O)N1CCCN(C(=O)c2ccoc2)CCNC(=O)CC1c1ccccc1 (stereo not drawn),1%,-7%,3%,3%,-10,23%,-1%
O=C1C[C@@H]2CCN(C(=O)NC3CCCCC3)C[C@@H]2CCN1Cc1ccc2c(c1)OCO2,2%[172 µM],-28%[174 µM],-6%[88.5 µM],?,7,8%[87.6 µM],-18%[87.6 µM]
CCNC(=O)N1CCCC(Cc2noc(-c3ccccc3)n2)C1 (stereo not drawn),?,-22%,?,32µM*,0,-14%,8%
C#CCNC(=O)c1nc(-c2c(C)cccc2C)c2ccccn12,3%[172 µM],?,3%[88.5 µM],?,5,23%[87.6 µM],7%[87.6 µM]
Cc1ccc(-c2noc(-c3ccccc3NC(=O)C3CC(=O)N(c4cccc(C)c4)C3)n2)cc1 (stereo not drawn),/,/,/,/,20,70%[activator],10%
C[S+](=O)([O-])N1CC2(CCCN2CC2CCCCC2)Cc2ccccc21 (stereo not drawn),/,?,1%,?,-11,-2%,-12%
COc1ccc(-c2noc(C(=O)O)c2[C@@H](C)NC(=O)Nc2cccnc2)cc1,-5%[172 µM],4%[138 µM],1%[88.5 µM],i,-5,15%[87.6 µM],1%[87.6 µM]
CS(=O)(=O)N1C[C@@H]2CN(C(=O)NC3CCCC3)C[C@]2(C(=O)O)C1,-2%,i,i,2%,-3,-5%,4%
CCc1nncn1C1CCN(C(=O)c2cc(F)ccc2F)CC1,-1%,-18%,i,-26%,23,20%,5%
Cc1nonc1C(=O)N1CCc2ncnc(NCc3ccon3)c2CC1,6%,-2%,i,-11%,-4,7%,-8%
CC(C)(C)NC(=O)NCc1nnc2n1C(C(=O)NCc1ccccn1)CC2 (stereo not drawn),/,-13%,1%,-20%,17,4%,-2%[12.5 µM]
O=c1[nH]c(C2CCCN(Cc3ccc(Cl)cc3)C2)nc2ccc(F)cc12 (stereo not drawn),-2%,-25%,i,?,6,-24%,8%
CS(=O)(=O)N1CCC(OC2CCN(C(=O)Nc3ccc(F)cc3)CC2)CC1,-8%,-9%,-6%,1%,-1,7%,3%
Cc1ccc(C(=O)Nc2cc(C3CCCC3)nn2C)cc1,/,-24%[138 µM],-11%[88.5 µM],?,-5,0%[87.6 µM],7%[87.6 µM]
COCCn1c(COc2ccc(S(C)(=O)=O)cc2)nnc1C1CC(N)C1 (stereo not drawn),7%&2%,-18%,0%&-4%,2%&-14%,0&13,?,-1%&2%
COc1ccc(C2c3c(n(C)c4ccccc34)C(=O)N2CC(=O)Nc2ccc(F)cc2)cc1 (stereo not drawn),/,/,/,/,21,?,3%
Cc1ccc(NC(=O)C2CCCN2S(=O)(=O)c2cccc3cccnc23)cc1C (stereo not drawn),/,/,/,/,-10,21%,-19%
Cc1ccc(Cn2ccn(Cc3ccccc3C)c(=O)c2=O)cc1,/,/,/,/,-12,-8%,-11%
CCOC(=O)[C@@H]1CN(C(=O)OCC)[C@H]2c3ccc(OC)cc3O[C@@H]12,/,?,/,?,1,/,/
CC(C)c1noc(-c2ccn3c(CNC(=O)c4ccccc4)nnc3c2)n1,1%,-14%,0%,-17%,-7,-13%,4%
Cc1nc(C2CCCN(C(=O)C(C)(C)N)C2)cc(N2CCCC2)n1 (stereo not drawn),-3%,5%,-3%,1%,-10,-26%,0%
CN1CCCCCC(O)c2cc(C(=O)NCc3cc(F)cc(F)c3)ccc21 (stereo not drawn),-1%,?,i,?,-11,-10%,-19%
Cc1ccc(CNC(=O)c2ccc(Cn3c(=O)c4ccccc4n(CC(=O)Nc4ccc(C)cc4C)c3=O)cc2)cc1,/,/,/,/,17,6%,6%
Cc1ccc(NC(=O)c2cc3n(n2)CC(c2ccc4c(c2)OCO4)OC3)cc1C (stereo not drawn),-15%,-24%,i,?,6,-8%,10%
OC[C@@H]1O[C@H](CNCc2cccc(Cl)c2)[C@H](N2CCN(c3ccccn3)CC2)[C@@H]1O,-13%,-27%,3%,-6%,8,5%,1%
Cc1ccc(-c2cc(C(=O)NCCCc3ccccc3)c3cnn(C)c3n2)cc1,/,-5%,0%,-11%,-18,6%,-7%
O=C(Nc1ccc(=O)n2c1[C@@H]1C[C@@H](CN(C(=O)COc3ccccc3)C1)C2)c1ccccc1,15%,i,-1%,i,13,64%[activator],-1%
O=C([C@@H]1C[C@H](F)CN1S(=O)(=O)c1ccc2c(c1)OCCO2)N1CCCCC1,-9%,-11%,i,-3%,-2,9%,3%
Cc1noc(-c2cn(C3CCN(C(=O)c4cccc(OC(F)(F)F)c4)C3)nn2)n1 (stereo not drawn),5%,-24%,-2%,-30%,1,0%,4%
Cc1oc(-c2cccc(Cl)c2)nc1CSCC(=O)O,/,/,/,/,6,-7%,-2%
CCn1ccc(C(=O)N2CCC(c3noc(-c4ccncc4)n3)C2)n1 (stereo not drawn),-2%,i,i,-5%,8,-27%,-3%
Cc1ccc(Cn2cc(C(=O)c3ccc(C)cc3)c(=O)c3ccc(C)nc32)cc1,/,/,/,/,-2,?,-2%
Cc1ccc(-c2cc3c(=O)n(CCNC(=O)c4nn(C)c5ccccc45)ccn3n2)c(C)c1,1.4µM*,?,-1%,?,0,8%,-14%
CCN1CCN(CC(O)COc2cccc(CNC3(c4ccccc4)CC3)c2)CC1 (stereo not drawn),3%,?,0%,32µM*,25,14%,-6%
COc1cc(-c2cn(C)c(=O)n3cc(CNc4ccccc4)nc23)ccn1,-22%[172 µM],?,i,-22%[172 µM],-3,28%[87.6 µM],-4%[87.6 µM]
CCCCOc1ccc(C2=NC(c3cccs3)=Nc3ccc(OC)cc3N2)cc1,/,/,/,/,10,?,-13%
COc1ccc(NC(=O)N2C[C@@H](F)[C@@H](OCc3nc4ccccc4[nH]3)C2)cc1,-21%[172 µM],-23%[174 µM],1%[88.5 µM],-11%[172 µM],-8,5%[87.6 µM],1%[87.6 µM]
CCCc1noc(-c2ccc(N3CCCCC3)c([N+](=O)[O-])c2)n1,/,/,/,/,35,35%[activator],2%
CC(C)(C)C(=O)OCc1cc(=O)n2nc(C3CC3)sc2n1,/,/,/,/,2,51%[activator],9%
O=C(NCc1ccccn1)c1ccc2nnc(-c3ccc(OC(F)(F)F)cc3)n2c1,/,-22%,i,-10%,-13,5%,2%
CC(=O)N1CCNc2cc(Nc3cccc(N(C)C)c3)ncc2C1,2.8µM*,?,-13%[88.5 µM],?,-17,18%[87.6 µM],-7%[87.6 µM]
O=C(c1ccc(C2CCCNC2)cc1)N1CCN(c2ccncc2)CC1 (stereo not drawn),-10%,-21%,-19%,-14%,-4,10%,-16%
O=c1c2[nH]c3ccccc3c2nc(SCc2cccc(F)c2)n1-c1ccccc1,/,/,/,/,33,-11%,-3%
COc1cccc(CN2CCC3(CC2)Cc2ccccc2NC3=O)c1,-1%,?,i,-9%,-5,2%,0%
COc1ccc(N2CC(C(=O)N3CCC(C(=O)NCCOc4ccccc4)C3)NC2=O)cc1 (stereo not drawn),-3%&-3%,-3%&-20%,4%&0%,-5%,5&2,1%&-10%,9%&12%
O=C(CCC(=O)N1Cc2ccccc2Oc2ncccc21)NCc1ccccc1Cl,/,/,/,/,21,-7%,-4%
COc1ccc(-n2nc(C)c3c(C(F)(F)F)cc(-c4cccnc4)nc32)cc1,/,/,/,/,3,-17%,-11%
COc1cc(NC(=O)C(Cc2ccccc2)NS(=O)(=O)c2cccs2)cc(OC)c1 (stereo not drawn),/,/,/,/,-5,5%,-4%

Brought forward from above: two compounds; new compounds follow.
canonical_smiles,FLuc inh,3T3 cytotox,GPT2 inhibitor,HEK293 tox,IP6K1 inh,SNCA expr inhib,HEK293 viab
COc1ccc(-n2nc(C)c3c(C(F)(F)F)cc(-c4cccnc4)nc32)cc1,/,/,/,/,3,-17%,-11%
COc1cc(NC(=O)C(Cc2ccccc2)NS(=O)(=O)c2cccs2)cc(OC)c1 (stereo not drawn),/,/,/,/,-5,5%,-4%
COc1ccc(OCC(=O)Nc2ccc(-c3nc4cc(C)c(C)cc4o3)cc2)cc1,/,/,/,/,5,87%[activator],0%
COc1ccc(NC(=O)CSc2nc(-c3ccccc3)nc3c2Cc2c(CO)cnc(C)c2O3)cc1Cl,/,/,/,/,-1,-8%,4%
COc1cccc(N2CCN(C(=O)CCn3nc(C)c(S(=O)(=O)N4CCCC4)c3C)CC2)c1,/,/,/,/,-14,-9%,3%
O=c1ncn(Cc2ccccc2)c2ccc(-c3ccoc3)nc12,-20%[172 µM],?,3%[88.5 µM],3%[172 µM],-29*,19%[87.6 µM],6%[87.6 µM]
O=C(CSc1nc2c([nH]c3ccccc32)c(=O)n1-c1ccc(Cl)cc1)N1CCOCC1,/,/,/,/,17,15%,13%
CC(Oc1ccccc1)C(=O)Nc1ccc(OCc2cc(=O)n3ccsc3n2)cc1 (stereo not drawn),/,/,/,/,-7,0%,-2%

Record cards, as listed above. Order of values: FLuc inh, 3T3 cytotox, GPT2 inhibitor, HEK293 tox, IP6K1 inh, SNCA expr inhib, HEK293 viab
CCCCOc1ccc(C2=NC(c3cccs3)=Nc3ccc(OC)cc3N2)cc1 across the screens: /, /, /, /, 10, ?, -13%
COc1ccc(CNC(=O)CN(C)S(=O)(=O)c2ccc3c(c2)c(=O)n(C)c(=O)n3C)cc1 across the screens: /, /, /, /, 15, -18%, -8%
C[S+](=O)([O-])N1CC2(CCCN2CC2CCCCC2)Cc2ccccc21 (stereo not drawn) across the screens: /, ?, 1%, ?, -11, -2%, -12%
